Assay outcomes as filed in PubChem.
CXXC DNA block – inhibitors of human MLL CXXC domain-DNA interaction; AID 2662; Potency, µM (series often up to 115 µM), for the others: at the highest dose activity change, negative = inhibition, hits mostly inhibitors; 0.037% of 290,000 active; MLL-CXXC / FITC-HOXA9 DNA fluorescence polarization; Q03164; active means well fitted inhibition curve with a large enough effect in the polarisation, with a control signal flat, not every such curve was filed as active; inconclusive means small, poorly fitted or top-dose-only effect, or effect the other way, or a change in a side signal; inactive means no such curve, though single readings can be large or run the other way; the % refers to the polarisation; further: potency means the concentration at half of the fitted maximal effect
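Fluorescence polarization: 7 uM MLL-CXXC (stock) preincubated 5 min with compounds, then 50 nM fluorescein-HOX-A9 DNA (stock) added; 30 min ambient. Buffer 50 mM Tris-HCl pH 7.5, 50 mM NaCl, 1 mM DTT, 0.05% BSA.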
TRPV1 ag – agonists of human vanilloid receptor 1 (TRPV1) | TRPV1-expressing cells, Fluo-8 calcium influx, agonist mode | Q8NER1 | 0.19% of 320,000 active | activation, % at 8.33 µM; in the data active means activation above about 80%; inconclusive means between about 30% and that limit; further: 0% is about no effect
Target sequence (Q8NER1 whole entry, looked up): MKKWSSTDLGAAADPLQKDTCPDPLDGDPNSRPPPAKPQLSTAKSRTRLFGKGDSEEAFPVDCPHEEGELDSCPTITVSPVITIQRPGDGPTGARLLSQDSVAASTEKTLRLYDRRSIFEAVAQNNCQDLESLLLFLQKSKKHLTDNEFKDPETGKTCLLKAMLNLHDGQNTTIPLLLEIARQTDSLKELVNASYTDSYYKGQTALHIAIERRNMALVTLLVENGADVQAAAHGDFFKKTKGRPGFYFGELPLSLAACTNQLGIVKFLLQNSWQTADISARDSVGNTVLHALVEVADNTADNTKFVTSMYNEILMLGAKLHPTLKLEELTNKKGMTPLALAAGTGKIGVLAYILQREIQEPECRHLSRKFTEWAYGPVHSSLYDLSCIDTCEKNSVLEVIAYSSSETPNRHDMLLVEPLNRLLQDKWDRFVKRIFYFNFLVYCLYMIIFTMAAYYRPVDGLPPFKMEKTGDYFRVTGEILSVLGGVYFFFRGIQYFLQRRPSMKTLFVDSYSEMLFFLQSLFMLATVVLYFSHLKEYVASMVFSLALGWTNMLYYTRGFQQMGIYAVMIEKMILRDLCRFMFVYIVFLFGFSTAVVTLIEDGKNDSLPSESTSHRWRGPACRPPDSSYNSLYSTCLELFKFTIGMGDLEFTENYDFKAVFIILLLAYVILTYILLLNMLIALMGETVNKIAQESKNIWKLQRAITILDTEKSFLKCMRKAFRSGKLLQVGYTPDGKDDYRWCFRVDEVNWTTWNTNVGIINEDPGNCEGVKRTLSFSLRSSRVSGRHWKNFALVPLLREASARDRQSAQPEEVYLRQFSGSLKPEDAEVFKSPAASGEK
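Fluo-8 calcium influx in TRPV1-expressing cells, kinetic read (ex 480/em 520 nm). Compound added and read 3 min for agonist activity, followed by capsaicin at EC20 final and 2 min further read for enhancement.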
p53 reactivation – re-activators of mutant p53. Potency, µM (series often up to 92.2 µM), without a hit: top-dose activity change, positive = activation, most hits filed as activators. H1299 p53-A138V BP100-luciferase reporter, luminescence, 24 h. 0.063% of 320,000 active; further: potency means the concentration at half of the fitted maximal effect; % of control where 0% means no effect; nearly all actives have a fitted effect of over 45% in size
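H1299 (p53-null), stable ts p53-A138V + BP100-Luc; 1000 cells/well, Opti-MEM/10% FBS; cpd 4 pt, 1:5; 24 h, 37 deg C, 5% CO2; detection reagent 10 min RT; luminescence.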
BRCA1 expr act – activators of BRCA1 expression. MCF7-BRCA1-FFLuc reporter, luminescence, 48 h; response scale: scaled: vehicle 0%, 10 µM genistein 100%. AID 624202. Potency, µM (doses to about 46.1 µM), for inactives: top-dose activation, usual class: activators. 1.1% of 380,000 active; further: potency means the concentration at half of the fitted maximal effect; nearly all actives have a fitted effect of over 80% in size; some results filed as inactive show a strong effect at the top dose
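Quantitative HTS in MCF7 cells stably reporting BRCA1 expression via firefly luciferase. Compound treatment lasts 48 h at 37 °C in phenol-red free MEM. Activation is expressed relative to genistein at 10 microM and DMSO.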
PTAP TSG101 blk – blocks PTAP/TSG101 interaction to inhibit HIV-1 budding | Q99816 | Fluorescence polarization, FITC-PTAP peptide / Tsg101 binding | 340,000 tested, under 10 active | Potency, µM (top dose mostly 115 µM), for the others: at the top dose activity change, negative = inhibition, most hits filed as inhibitors; active means well fitted inhibition curve with a large enough effect in the main read-out, with a control signal flat, not every such curve was filed as active; inconclusive means small, poorly fitted or top-dose-only effect, or effect the other way, or a change in a side signal; inactive means no such curve, though single readings can be large or run the other way; further: potency means the concentration at half of the fitted maximal effect; % of control where 0% means no effect
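Compounds were pin-transferred onto Tsg101 binding domain (10 uM final) in HEPES pH 7.5 buffer, then FITC-PTAP peptide was added at 50 nM final. After 20 min at RT, polarization reported peptide displacement across a qHTS concentration series.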
AT treatment – potential ataxia-telangiectasia treatments restoring KAP-1 phosphorylation; […] A-T fibroblasts, KAP-1 phosphorylation AlphaLISA; neocarzinostatin DNA damage 30 min before lysis; Potency, µM (series often up to 57.5 µM), inactives show at the top dose activation, actives largely listed as activators; 0.19% of 320,000 active; further: potency means the concentration at half of the fitted maximal effect; % of control where 0% means no effect; nearly all actives have a fitted effect of over 45% in size
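ATM-like activity read as KAP-1 phosphorylation via AlphaLISA donor/acceptor antibody pairs after lysis and 6 hr at 25C. Cells were ATM-null patient fibroblasts ([…], hTERT), dosed 60 min, then exposed to the DSB inducer NCS for 30 min.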
Integrin act MD – activators of alpha7 integrin expression for muscular dystrophy; alpha7betagal myoblasts, beta-gal FDG fluorescence, 48 h; Potency, µM (top dose mostly 38.3 µM), for the others: at the top dose activation, hits mostly activators; 0.064% of 350,000 active;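 further: potency means the concentration at half of the fitted maximal effect; 100% = response of the positive control SU9516; nearly all actives have a fitted effect of over 60% in size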
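Alpha7betagal+/- myoblasts (passage 13) were plated 16-24 hr, then exposed to compounds (1:260 dilution of DMSO stock) for 48 hours at 37C. After MPER lysis, β-galactosidase reporter activity was read as FDG fluorescence (ex 480/em 540) after 30 minutes.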
B2AR arrestin – agonists driving beta-arrestin recruitment to human beta2-adrenergic receptor. 0.02% of 330,000 active. beta-arrestin recruitment to beta2AR, cell-based reporter. P07550. Potency, µM (series often up to 46.1 µM), for inactives: at the highest dose activation, actives largely listed as activators;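 further: potency means the concentration at half of the fitted maximal effect; 0% = DMSO controls and full agonism = EC100 isoproterenol or metaproterenol; nearly all actives have a fitted effect of over 65% in size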
ELG1 DNA repair – inhibitors of ELG1-dependent DNA repair in HEK293T cells | 2.3% of 330,000 active | HEK293T ELG1-luciferase reporter, luminescence, 16 h; DNA damage induced by 5-fluorouridine | AID 504467 | Potency, µM (highest dose often 46.1 µM), inactives show at the highest dose activity change, negative = inhibition, usual class: inhibitors; further: potency means the concentration at half of the fitted maximal effect; on the % scale 0 is the no-effect control and ±100 the full control effect; nearly all actives have a fitted effect of over 55% in size
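Cells (2,000 per well) received 5-fluorouridine plus test compound or DMSO and were incubated 16 hr at 37 °C, 5% CO2. Luciferase activity was read by luminescence 30 min after ONE-Glo addition; signal suppression marked inhibition of damage-induced ELG1 function.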
TCR activator – activators of T cell receptors; primary human leukocytes, anti-CD3, IL-2 HTRF, 48 h; Potency, µM (titrated, usually from 9.22 µM), for inactives: top-dose activation of IL-2 secretion, actives largely listed as activators; 330,000 tested, under 10 active; AID 504894; further: % of control where 0% means no effect
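Primary human leukocytes were stimulated with a-CD3 beads plus compounds for 48 hr without co-stimulation; secreted IL-2 was quantified by HTRF using a-IL-2-K (europium cryptate) and a-IL-2-d2, excited at 320nm with acceptor emission read at 665nm.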
* hit, by the source's call; ? = inconclusive; / = not tested or not shown; [ ] = dose if it differs, or a comment. Unless noted, the call rests on the fitted dose curve; in most records, active means well fitted curve in the direction sought with a large enough effect; inconclusive means small, poorly fitted or top-dose-only effect, or another doubt; inactive means no such curve, though single readings can be large; an effect the other way counts as inactive or inconclusive. Compounds were not picked by outcome (roughly 3.8% active in at least one column).

SMILES	CXXC DNA block	TRPV1 ag	p53 reactivation	BRCA1 expr act	PTAP TSG101 blk	AT treatment	Integrin act MD	B2AR arrestin	ELG1 DNA repair	TCR activator
Cc1cccc(Nc2nc(N)nc(CN3CCN(Cc4ccc5c(c4)OCO5)CC3)n2)c1	-1%	0	3%	-6%	-8%	7%	1%	-0.2%	?	2%
CC1CC(C(=O)Nc2ccccc2)C(=O)O1 (stereo not given)	/	/	/	0%	-1%	/	0%	/	/	6%
CC(CC(=O)Nc1ccc2c(c1)OCO2)c1ccccc1 (stereo not given)	-1%	?	/	?	1%	2%	1%	-0.6%	?	-10%
Cn1ncc(C#N)c1/N=C/N1CCCC1	-14%	2	-1%	11%	-2%	0%	21%	-0.2%	-13%	-1%
COC(=O)c1[nH]c2ccccc2c1NC(=O)C(C)N1CCN(C(=O)c2ccco2)CC1 (stereo not given)	6%	0	-14%	-20%	-6%	1%	9%	0.0%	?	1%
Cc1cc(C(=O)NC2Cc3ccccc3C2)c(C)o1	-13%	18	?	?	-5%	2%	15%	0.3%	?	3%
O=[N+]([O-])c1nn(-c2ccccc2)[n+]([O-])c1N1CCN(c2ccccc2F)CC1	-1%	2	8%	-12%	5%	0%	-4%	0.2%	-11%	3%
CCOC(=O)CN1C(=O)S/C(=C/c2ccco2)C1=O	-14%	-3	2%	20%	-1%	-13%	0%	-0.5%	16%	/
COc1ccc(/C=C2/Sc3ccc(C(=O)NCCN4CCCCCC4)cc3NC2=O)cc1	144%[activator]	3	-19%	-97%[inhibitor]	-3%	-1%	-81%[inhibitor]	0.1%	?	-10%
Cc1ccc(CNC(=O)CCn2ccc3cc(S(=O)(=O)N4CCCC4)ccc32)cc1	0%	12	-2%	-28%	-7%	1%	-33%	-0.9%	0%	-9%
Cc1cc(C)c(-c2cc(NC(=O)CSc3nncn3C)n(-c3ccccc3)n2)cc1C	0%	3	4%	-21%	-2%	1%	-33%	0.4%	?	0%
CN(CC(=O)Nc1ccccc1C(=O)N1CCCC1)S(=O)(=O)c1ccc(Br)cc1	-1%	2	-2%	-6%	-9%	3%	-6%[7.66 µM]	0.2%	3%	/
CC1CN(C(C)C(=O)NC(c2ccccc2)c2ccccc2)CC(C)O1 (stereo not given)	-4%	5	-12%	-2%	0%	4%	-12%	-0.1%	-4%	1%
Cc1c(C=O)c2ccccc2n1CCOc1ccccc1F	8%	9	-2%	-15%	-1%	3%	16%	-0.5%	-1%	12%
O=C(CCCC(=O)N(c1ccc2c(c1)OCCO2)C(C(=O)NC1CCCCC1)c1ccc(Cl)cc1)Nc1ccccn1 (stereo not given)	10%	-3	13%	-41%	-1%	-5%	0%	-0.1%	4%	-8%
CC1CN(C(=O)Cn2cnc3c2c(=O)n(C)c(=O)n3C)CC(C)O1 (stereo not given)	-3%	0	-7%	2%	-2%	-7%	-11%	0.1%	0%	-5%
COc1ccc(-c2cn(Cc3ccc(C(N)=O)cc3)c(-c3ccncc3)n2)cc1	/	2	?	4.5µM*	/	22%	2%	0.1%	?	-3%
CCOC(=O)N1CCC(NC(=O)C2CCN(c3nc(-c4ccc(OC)cc4)no3)CC2)CC1	3%	-1	0%	-55%	0%	3%	19%	0.0%	8%	-4%
Cc1ccc(NC(=O)CSc2nnnn2C2CCCC2)cc1S(=O)(=O)N1CCOCC1	/	3	8%	0%	-5%	1%	-4%	0.3%	-16%	-3%
COc1ccc(-n2c(C)cc(C(=O)Cn3nnc4ccccc4c3=O)c2C)cc1	2%	3	17%	2%	1%	3%	-37%	-0.1%	6%	/
COc1ccc(NS(=O)(=O)c2ccc(O)c(NS(=O)(=O)c3ccc(NC(C)=O)cc3)c2)cc1	/	/	5%	11%	1%	6%	-14%	-0.2%	-2%	-5%
COc1cccc(NC(=O)CN(C)C(=O)CCN2C(=O)C3CC=CCC3C2=O)c1 (stereo not given)	/	1	-3%	-10%	0%	-1%	-3%	0.0%	2%	-2%
COc1ccc(CNC2CC(C)N(C)CC2C)cc1OC (stereo not given)	2%	3	6%	-8%	-4%	2%	16%	-0.3%	5%	-91%
CC(=O)NC(CC(=O)OCC(=O)c1ccc(NC(=O)CC(C)C)cc1)c1ccccc1 (stereo not given)	/	3	-5%	-8%	2%	2%	7%	-0.1%	7%	10%
CCCCCCc1cc2cc(C(=O)Nc3cccc(OC)c3)c(=O)oc2cc1O	3%	5	8%	-7%	-2%	8%	0%	2.9%	?	4%[46.1 µM]
SMILES	CXXC DNA block	TRPV1 ag	p53 reactivation	BRCA1 expr act	PTAP TSG101 blk	AT treatment	Integrin act MD	B2AR arrestin	ELG1 DNA repair	TCR activator
O=C(NCc1cccnc1)C12CC3CC(CC(C3)C1)C2	-5%	-4	-3%	-17%	-1%	7%	34%	2.7%	?	3%
COc1cc(S(=O)(=O)Nc2ncn[nH]2)ccc1Cl	0%	-1	3%	-2%	-2%	-2%	0%	0.1%	11%	7%
Cc1ccc(S(=O)(=O)N2CCOCC2)cc1NC(=O)COC(=O)CCOc1ccc(C(C)(C)C)cc1	/	9	1%	14%	-2%	7%	?	0.2%	15%	4%
O=C(CN1C(=O)S/C(=C/c2cccs2)C1=O)N1CCCC1	/	3	7%	23%	-2%	5%	8%	-0.2%	?	5%
CC1C2=C(CC(C)(C)CC2=O)NC2=C1C(=O)CC(C)(C)C2	3%	5	4%	0%	-3%	19%	16%	-0.8%	25%	-13%
CCCC1CCC(C2=N/C(=C\c3ccc(OC)c(OC)c3)C(=O)O2)CC1 (stereo not given)	10%	-1	-1%	2%	0%	5%	0%	0.3%	16%	-3%
Cn1cnnc1SCC(=O)Nc1ccc2ccccc2c1	/	0	?	37%	-1%	-2%	-2%	3.3%	?	0%
COc1ccc(NC(=O)NNC(=O)COc2ccc([N+](=O)[O-])c(C)c2)cc1OC	1%	2	-15%	1%	-1%	9%	49%	-0.1%	4%	5%
COc1cc(-c2csc(N3CCOCC3)n2)cc(OC)c1OC	2%	-5	11%	-16%	-4%	/	16%	-0.4%	-9%	2%
O=C(Nc1ccc2c(c1)OCO2)N1CCN(c2ncc(C(F)(F)F)cc2Cl)CC1	4%	21	7%	-44%	-5%	6%	-10%	0.0%	?	-18%
COc1ccc(Cl)cc1NS(=O)(=O)c1ccc(OC)c(OC)c1	-3%	5	-7%	0%	6%	7%	5%	-0.5%	-8%	12%[46.1 µM]
COC(=O)c1ccc(S(=O)(=O)N2CCC(C(N)=O)CC2)n1C	-5%	4	-3%	0%	0%	-2%	30%	-0.2%	2%	1%
COc1ccccc1C(=O)Nc1ccc2c(c1)CN(Cc1cnc(C)s1)CC2	-7%	9	-5%	1%	-1%	10%	12%	-0.5%	?	-1%
O=C(N/N=C/c1cccnc1)c1cc(-c2ccc(Cl)cc2)nc2ccccc12	/	/	/	-39%	-3%	/	-25%	/	/	-14%
Cc1ccc(C(C(=O)NC2CCCCC2)N(Cc2cccnc2)C(=O)C2COc3ccccc3O2)o1 (stereo not given)	-3%	19	0%	-23%	-6%	2%	-2%	-1.0%	?	-8%
COc1ccc(NC(=O)Nc2ccc3c(c2)C(=O)N([C@H](C)CO)C[C@H](C)[C@@H](CN(C)C(=O)NC2CCCCC2)O3)cc1	/	/	10%	8%	-5%	8%	3%	-0.6%	?	4%
Nc1ncn(C(=O)c2ccco2)n1	158%[activator]	-1	1%	4%	-1%	3%	5%	0.1%	20%	3%
CCN(CC(=O)N1CCC(C(N)=O)CC1)S(=O)(=O)c1cc(Cl)ccc1Cl	/	/	/	-2%	-4%	/	16%	/	/	-5%
Cc1cccc(NC(=O)C2CCCN(S(=O)(=O)c3ccc4[nH]c(=O)ccc4c3)C2)n1 (stereo not given)	5%	8	0%	-9%	-8%	-4%	-22%	0.0%	-6%	-6%
CC(OC(=O)CCCN=C1NS(=O)(=O)c2ccccc21)C(=O)Nc1ccccc1F (stereo not given)	/	1	-3%	-9%	-1%	7%	-5%	3.9%	9%	-5%
C/C(CC(=O)Nc1cccc(C(F)(F)F)c1)=N\NC(=O)C1CCCCC1	-6%	6	0%	-6%	-5%	-2%	-7%	-0.1%	2%	-5%
COCCNC(=O)CN(C(=O)CCC(=O)Nc1nccs1)c1ccccc1OC	0%	-3	6%	-13%	-5%	8%	25%	-0.6%	-1%	1%
CCOc1ccccc1C(=O)NC1CCN(Cc2ccccc2)CC1	5%	3	?	-15%	-1%	-3%	-28%	-0.6%	2%	/
C#CCN1C=C(C(=O)OCC)C(C)NS1(=O)=O (stereo not given)	/	/	0%	2%	0%	13%	13%	-0.1%	10%	-4%[46.1 µM]
CN(CC(=O)Nc1ccc(OC(F)(F)F)cc1)C(=O)c1ccc(N2CCCC2=O)cc1	/	-1	-5%	13%	1%	1%	-7%	-0.7%	?	0%
